Pf gamet viab: inhibitors of late stage P. falciparum gametocyte viability | P. falciparum stage V gametocytes, ATP luminescence, 24 h | inhibition, % at 10.9 µM | actives 0.065% (n = 150,000) | AID 743093;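 active means inhibition above the mean plus 3 SD of compounds within the control limits, set per campaign, cut at about 38% in these data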;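 further: 0% = DMSO wells and 100% = medium only without gametocytes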
Starred values were filed as active, the others as inactive. Only part of the results is shown; count on the stated rates, not on these rows.

Structure | Pf gamet viab
OCc1ccc(N=Nc2ccccc2)cc1 | 9.6
CNC(=O)N1c2ccccc2C=Cc2ccccc21 | 2.8
CCCCN1CCNC[C@@H]1Cc1ccccc1 | 18.4
O=C(NCc1cccs1)C1(S(=O)(=O)c2ccccc2)CC=CC1 | 6.9
CCOc1ccc2nc(SCC(=O)NCc3ccc(S(N)(=O)=O)cc3)[nH]c2c1 | -8.1
CN(C)/C=C(/C(=O)c1ccccc1Cl)S(=O)(=O)c1ccccc1 | 3.7
COc1ccc(C2NC(=O)NC3=C2C(=O)CCC3)cc1 (stereo unspecified) | -3.3
C/C=C1\COC(C(=O)NCc2ccncc2)(C(F)(F)F)C=C1C=C1CCCCC1 (stereo unspecified) | 1.2
Cc1cc(NC(=O)c2cccc(C)c2[N+](=O)[O-])no1 | -1.0
CN(Cc1ccco1)c1ncnc2ccc(-c3ccc4c(c3)OCO4)cc12 | 1.1
COC(C(=O)N/N=C(\C)c1ccc(O)cc1)c1ccccc1 (stereo unspecified) | 11.7
CCCOC(c1ccccc1)(c1ccccc1)C(Oc1nc(C)cc(C)n1)C(=O)O (stereo unspecified) | 11.2
NC(=O)c1ccc(NC(=O)CN2CCOCC2)cc1 | -22.7
COc1cc(OC)cc(C(=O)NC2CCN(CCCOc3ccccc3)CC2)c1 | -21.9
CC(=O)C[C@@H](O)CC(=O)[C@@H]1OC(=O)CCCCCCCCc2ccccc21 | 17.5
Cc1ccccc1C(=O)NC1CCN(CC(=O)Nc2ccccc2Cl)CC1 | 2.3
O=C(NCCN1CCOCC1)c1ccc(Cl)c([N+](=O)[O-])c1 | -17.0
Cc1ccc(Nc2ncnc3c2cnn3C)c(C)c1 | -5.4
CC(C)Cc1ccc(C(C)C(N)=Nc2ccc(O)cc2)cc1 (stereo unspecified) | 11.1
COc1cc(OC)cc(-c2c(C#Cc3ccsc3)c3cc(-c4cccc5[nH]cc(C=O)c45)ccc3n2C)c1 | -13.1
Cc1ccc(CN2[C@@H](CC(C)C)COCCS2(=O)=O)cc1 | -3.1
O=S1(=O)CCOC[C@H](CC2CCCCC2)N1Cc1ccc(Cl)cc1 | -9.5
O=C(CC1CCCCC1)NCc1ccc(Cl)cc1 | 1.3
O=C(CN1C(=O)c2ccccc2S1(=O)=O)N1CCN(c2cccc(Cl)c2)CC1 | 18.5
C[C@H]1C=C(C(=O)O)O[C@@H](OCc2ccc(CO)cc2)C1 | -14.3
O=C(Nc1ccc(F)c(F)c1)C1CCCCC1 | -3.7
COc1ccc(OC)c(C2Nc3ccccc3NC3=C2C(=O)CC(C)(C)C3)c1 (stereo unspecified) | -1.4
COc1ccccc1NC(=O)C1CC(C(C)C)OC1=O (stereo unspecified) | 10.9
Cc1c(Cl)cccc1NC(=O)CC(NCCN1CCOCC1)C(=O)O (stereo unspecified) | -6.5
O=C1CSC(=S)N1c1cccc(F)c1 | -8.4
CCCOc1ccc(-c2cc3onc(-c4ccccc4)c3c(=O)n2C)cc1 | -10.6
c1ccc(Cc2ccc(OCCN3CCOCC3)cc2)cc1 | 12.2
COc1ccc(-c2csc3ncnc(NCCO)c23)cc1 | 17.8
CCCNC(=O)c1n[nH]c2c1CC(C(C)(C)CC)CC2 (stereo unspecified) | -23.9
COc1ccc(N(S(=O)(=O)c2ccccc2)S(=O)(=O)c2ccccc2)c(N)c1 | -31.1
Cc1ccc2c(C)nc(Nc3ncc4c(n3)CCCC4=O)nc2c1 | 15.2
CCCCN1CCN=C1N(C)C | 20.6
O=C(/C=C/c1ccc2c(c1)OCO2)N1CCCCC1 | -20.5
CCOC(=O)c1c(NC(=O)CSc2nnc3c(n2)[nH]c2ccccc23)sc2c1CCN(C)C2 | -27.6
C[C@@]12C(=O)N(c3cccc(Cl)c3)C(=O)N1[C@@H]1c3ccccc3OC[C@@H]1[C@H]2c1ccccc1 | -50.5
COC(=O)c1ccc(C2Nc3ccccc3NC3=C2C(=O)CC(C)(C)C3)cc1 (stereo unspecified) | 0.0
Cc1cc(=O)[nH]c(SCCc2ccccc2)n1 | 11.9
Fc1ccc(-n2c(=S)[nH]c3cccnc32)cc1 | 10.3
CC(C)(C)OC(=O)N[C@@H](Cc1ccccc1)C(=O)N[C@@H](CO)[C@H](O)[C@@H]1C[C@@H]1C(=O)N1CCCC1 | 3.9
CC(Cl)C(=O)N1c2ccccc2CCc2ccccc21 (stereo unspecified) | -3.4
COC(=O)C1N[C@@H]([C@@H](NC(=O)COc2ccccc2)C(=O)NC2CC2)SC1(C)C (stereo partly specified) | 18.8
O=C1C=C(c2cc(Cl)cc(Cl)c2)C[C@@H](c2ccc(F)cc2)C1 | -3.0
CCCCc1c(C)[nH]c2nc3ccccc3n2c1=O | -10.9
COC(=O)C1=CO[C@@H](O)C2C(CO)=CCC12 (stereo partly specified) | -16.9
C[C@@H](CN=[N+]=[N-])CN1CC[C@H](O)CCC1=O | -1.6
Cc1ccccc1Cn1c(C)nc2ccc([N+](=O)[O-])cc2c1=O | -8.3
COc1ccc(C(=O)NCCSCc2cccc(Cl)c2)cc1OC | 8.8
COc1ccc(-c2nnc(SCC(=O)O)n2Cc2ccccc2)cc1 | 19.5
O=C(NCCNc1ccnc2cc(Cl)ccc12)c1ccccc1F | -3.5
CC(C)N(Cc1ccccc1)C(=O)CN1C(=O)c2ccccc2C1=O | -5.8
Cc1ccc(-c2csc(N(CCO)CCCn3c(C(F)(F)F)nc4ccccc43)n2)cc1 | -36.3
Cc1ccc(S[C@@H](CCN2CC[C@H](C(C)(C)C)CCC2=O)c2ccccc2)cc1 | -1.9
CCOc1ccccc1C(=O)Nc1ccc(S(=O)(=O)Nc2nccc(C)n2)cc1 | -6.4
COc1ccc(Br)cc1S(=O)(=O)NCc1ccccn1 | 0.8
CC(CNC(=O)c1cccc(Br)c1)n1cncn1 (stereo unspecified) | 7.4

Continued:
Structure | Pf gamet viab
CCN1C(=O)[C@@H]2[C@@H](c3ccc(-c4ccc5c(c4)OCO5)c(OC)c3)N3CCCC[C@@]3(C(=O)OC)[C@@H]2C1=O | -42.9
Cc1ccc2c(c1)[C@H]1[C@H](CO2)[C@H](c2ccccc2)[C@]2(C)C(=O)Nc3ccccc3C(=O)N12 | -13.8
Cc1ccc(N2C(=O)N3[C@H](c4ccc(Cl)cc4)[C@@H]4C(=O)N(C5CCCCC5)C(=O)[C@@H]4[C@]3(Cc3ccccc3)C2=O)cc1 | 13.7
CC(C)(C)OC(=O)C[C@H]1C/C=C\C[C@H](CC(=O)N[C@H](CO)Cc2ccccc2)C(=O)N2CCC[C@@H]2COC1=O | -44.8
COC(=O)C1=C(CCc2ccccc2)NC(=O)NC1c1ccc(Cl)cc1 (stereo unspecified) | -40.8
COc1cccc(CNc2ncc(-c3ccccc3)n2C)c1 | -5.0
C=CS(=O)(=O)N(Cc1ccccc1Br)[C@H](CO)CC(C)C | 5.5
O=C1N(c2ccccc2C(F)(F)F)O[C@@]1(c1ccccc1)C1CCCCC1 | -15.4
CN1CCN(CCOCCOc2ccc(Br)cc2Cl)CC1 | -11.1
Cc1nc(N/N=C/c2ccc(Br)cc2)cc(N2CCOCC2)n1 | -12.6
Cc1ccccc1NC(=O)N1CCCC1C(=O)NCc1ccccc1 (stereo unspecified) | 1.8
Cc1cc(C)n(-c2nc(SCCN3CCOCC3)c3c4c(sc3n2)CCCC4)n1 | 0.2
CC(C)(C)OC(=O)N1CCC(CC2CC(c3ccc(Cl)cc3)=NO2)(C(=O)NCC2CCCCC2)CC1 (stereo unspecified) | -1.6
N/C(=N\OC(=O)c1cccc(F)c1)c1cccc([N+](=O)[O-])c1 | 7.1
O=C(Nc1ccccc1C(=O)Nc1ccc(Br)cn1)c1cccc([N+](=O)[O-])c1 | 0.9
O=C(O)c1cccc2c1C(=O)c1ccc(-c3ccc(OC(F)(F)F)cc3)cc1S2(=O)=O | 4.8
CCOC(=O)[C@@H]1[C@H]2COc3ccc(Br)cc3[C@H]2N2C(=O)N(c3cccc(F)c3)C(=O)[C@]12C | 7.2
O=C1C[C@H](c2ccc(O)cc2)Oc2cc(O[C@@H]3O[C@H](CO)[C@@H](O)[C@H](O)[C@H]3O)cc(O[C@@H]3O[C@H](CO)[C@@H](O)[C@H](O)[C@H]3O)c21 | -12.7
CC(C)(NS(=O)(=O)OCC(Cl)(Cl)Cl)c1ccccc1 | -20.3
O=S(=O)(NCCN1CCOCC1)c1cc(Cl)c(Cl)cc1Cl | -7.7
C=CCc1c(C)nc2cc(-c3ccc(C)cc3)[nH]n2c1=O | -10.2
Cc1ccc(-c2cn(CCN)c(-c3ccc(Cl)nc3)n2)cc1 | 29.6
COc1ccc(C(=O)NCc2ccc(C(=O)O)o2)cc1 | 15.5
Cc1nc2ccccc2n1C(C)c1ccccc1 (stereo unspecified) | 8.0
COc1cnc(-c2ccccc2)c(-c2ccccc2)n1 | -13.2
CCCSc1ccc([C@H]2N[C@@](Cc3ccccc3)(C(=O)OC)[C@H]3C(=O)N(CC)C(=O)[C@@H]23)cc1 | -1.9
CCN(CC)CCN(Cc1cc2cc3c(cc2[nH]c1=O)OCCO3)C(=S)NC | 9.3
COc1ccc(C2=NOC(Cn3nc(C(=O)NCc4ccco4)cc3-c3ccccc3)C2)cc1 (stereo unspecified) | -26.4
CCN(CC)C(=O)Cn1cc(/C=C(\C#N)C(=O)NC2CC2)c2ccccc21 | 4.7
CC1CCN(C(=O)c2[nH]cnc2C(=O)NCCCCCNC(=O)OC(C)(C)C)CC1 | -25.9
Cc1ccc(-c2nc3cc(N)ccc3o2)cc1Br | -20.2
O=C(O)c1cc([N+](=O)[O-])ccc1NCc1cccnc1 | 0.4
Cc1nnc(NC(=O)C23CC4CC(C)(CC(C)(C4)C2)C3)s1 | -4.2
COC(=O)C(OC(=O)c1ccccc1)C(C)Br (stereo unspecified) | 1.6
CC(C)c1ccc(NC(=O)CCC(=O)NCc2ccco2)cc1 | -25.2
CN1CCN(c2nc3c(c(=O)n(C)c(=O)n3C)n2Cc2ccc(F)cc2)CC1 | 7.5

Part of the list above, reformatted.
SMILES: CCN(CC)C(=O)Cn1cc(/C=C(\C#N)C(=O)NC2CC2)c2ccccc21
  Pf gamet viab: 4.7

SMILES: Cc1nnc(NC(=O)C23CC4CC(C)(CC(C)(C4)C2)C3)s1
  Pf gamet viab: -4.2

SMILES: CCCSc1ccc([C@H]2N[C@@](Cc3ccccc3)(C(=O)OC)[C@H]3C(=O)N(CC)C(=O)[C@@H]23)cc1
  Pf gamet viab: -1.9

SMILES: CCN(CC)CCN(Cc1cc2cc3c(cc2[nH]c1=O)OCCO3)C(=S)NC
  Pf gamet viab: 9.3

(more compounds)
Structure | Pf gamet viab
COc1ccc2c(c1)c(C(=O)CN1CCCCC1)c(C)n2C | -4.9
O=C([O-])c1ccc(-[n+]2c(-c3ccccc3)cc(-c3ccccc3)cc2-c2ccccc2)cc1 | 5.3
COc1ccc(Cl)cc1N(CC(=O)N1CCCCCC1)S(C)(=O)=O | 12.8
CSc1nsc(NC(=O)Nc2ccccc2)n1 | 7.9
COc1cc(C(=O)Nc2scc(-c3ccccc3)c2C(=O)O)cc(OC)c1OC | 8.4
CSc1cc(-c2ccco2)oc1C(=O)c1ccco1 | -24.1
CC(C)(C)[C@H]1COC(=O)CC/C=C\C[C@H](CC(=O)N(CCO)Cc2ccccc2)C(=O)N1 | -14.4
Nc1cnccc1Oc1cccc(C(F)(F)F)c1 | 1.1
CC#C[C@@H](CC)c1ccc2ccn(C)c2c1 | -39.3
COc1cc(CCCN2CCNC[C@H]2Cc2ccc(O)cc2)cc(OC)c1OC | -2.5
Cc1cccc(C(=O)NNC(=O)c2ccccc2O)c1 | -20.0
COc1ccc(S(=O)(=O)Nc2cccc3c2O[C@H](CN(C)Cc2ccc(Cl)c(Cl)c2)[C@@H](C)CN([C@H](C)CO)C3=O)cc1 | -2.6
COc1cc(C#Cc2ccc3cc(C(C)(C)O)oc(=O)c3c2)cc(OC)c1 | 12.6
COc1ccccc1CNC(=O)COc1ccc(Br)c(C)c1 | -1.8
O=c1[nH]c2c(=O)[nH]cnc2nc1-c1ccccc1 | 6.1
c1ccc(OCCSc2nnnn2C2CCCCC2)cc1 | 6.3
Cc1cc(C)n(C(=O)Cn2nc(C)c(Cl)c2C)n1 | -1.9
CN1N=C(C(=O)N=c2sc3ccccc3n2C)CCC1=O | -29.2
Nc1c(Cl)cc(C2=NCCn3c2c2ccc([N+](=O)[O-])cc2[n+]3[O-])cc1Cl | 9.3
N#Cc1ccc(C23OCCN2CCn2c3c3ccccc3[n+]2[O-])cc1 (stereo unspecified) | -24.2
COc1ccc(Cl)cc1S(=O)(=O)N(C)CC(=O)N1CCCC1 | 4.4
Cc1cccc2c(=O)c(C(=O)NCCc3ccccc3)c[nH]c12 | 6.9
O=C(Nc1ccc(Cl)cc1)N1CCOCC1 | 4.6
COc1ccc([C@H]2CC(=O)C=C(/C=C/c3ccccc3)C2)cc1 | 8.4
O=C(Nc1ccc(N2CCCC2)cc1)c1cc(Br)ccc1Cl | 9.0
CCOC(=O)c1cccc(C2=CC(=O)CC(C)(C)C2)c1 | -9.8
CN(C)c1ccc(/C=N/NC(=O)C[n+]2ccccc2)cc1 | 10.9
COc1cc(C(c2c(O)nc(SC)[nH]c2=O)c2c(O)nc(SC)[nH]c2=O)cc(OC)c1OC | 19.4
CCC(C)NC(=O)C1CCN(CCCc2ccccc2)CC1 (stereo unspecified) | -24.3
COCCNS(=O)(=O)c1ccc2c(c1)Cc1cc(S(=O)(=O)NCCOC)ccc1-2 | 7.1
C[C@H](CO)N1C[C@H](C)[C@@H](CN(C)Cc2ccc3c(c2)OCO3)Oc2c(NS(=O)(=O)c3cn(C)cn3)cccc2C1=O | 19.4
O=C(O)c1ccc(N2N=C(c3ccccc3)CC2c2ccccc2)cc1 (stereo unspecified) | 26.5
CC(C)c1ccccc1OCCCCN1CCCCC1 | -5.5
O=C(Nc1cccc(NC(=O)c2cccs2)c1)c1ccc(Br)cc1 | -1.7
COc1cccc(C2Nc3ccccc3C(=O)N2Cc2ccccc2)c1 (stereo unspecified) | -0.9

Bioassay records deposited in PubChem BioAssay by The Scripps Research Institute Molecular Screening Center.
